# Assay outcomes deposited in PubChem BioAssay by Sanford-Burnham Center for Chemical Genomics.
# tim10-1 inh – inhibits growth of tim10-1 mutant yeast | S. cerevisiae tim10-1 ts strain growth, BacTiter-Glo, 24 h | inhibition, % at 20 µM | 330,000 tested, 2.2% active | AID 463190;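 active = inhibition of at least 40%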;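 also: mutant grown at 25 °C; 0% = DMSO wells with yeast and 100% = wells holding no yeast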
# TIM10 inh – inhibits growth of TIM10 yeast strain; S. cerevisiae TIM10 strain growth, BacTiter-Glo luminescence, 24 h; inhibition, % at 10 µM; 330,000 tested, 1.4% active; AID 463195;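 active = inhibition of 40% or more at the single tested concentration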;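 also: wild-type TIM10 isogenic control strain grown at permissive 25 °C; 0% = DMSO yeast wells and 100% = minimal medium wells without yeast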
# 697 NFkB inh – inhibitors of the PMA/ionomycin-induced NF-kB reporter in 697 B cells; inhibition, % at 4 µM; 697 B-cell NF-kB luciferase reporter, 16 h; 330,000 tested, 0.33% active; in the data active = inhibition above about 35%
# UPR XBP1 act – adaptive UPR (XBP1) activation; CHO-XBP1 luciferase reporter, IRE1-XBP1 UPR activation, luminescence; percent of tunicamycin response, DMSO as zero; activation, % at 20 µM; 330,000 tested, 0.33% active; AID 463104;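 active = versus positive control, 20 µM dose yields 30% or more activation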;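 also: 100% = tunicamycin at 10 µg/mL and 0% = DMSO only wells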
#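 Assay system: IRE1-XBP1 luciferase reporter CHO line. Input: 1000 cells/well. Buffer or medium: F12 with 10% serum. Doses: 20 µM, 1% DMSO. Times: overnight seeding at 37 °C, 6 h compound treatment at 37 °C. Technique: Steady-Glo luciferase glow luminescence, 10 min after reagent addition.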
# UPR CHOP act – apoptotic UPR (CHOP) activation; 330,000 tested, 0.34% active; AID 449763; CHO-CHOP luciferase reporter, luminescence; percent of tunicamycin response over DMSO baseline; activation, % at 10 µM;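 active = at 10 µM dose, activation of 40% or more, normalized to positive control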;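 also: 100% = tunicamycin at 10 µg/mL and 0% = DMSO alone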
#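 Test system: CHO CHOP reporter cells. Input: 500 CHO-CHOP cells per well. Medium: F12 with 10% FBS. Technique: luciferase luminescence. Measure: percent activation relative to tunicamycin control. Dosing: 10 µM compound, 0.5% DMSO. Timing: 16-18 h cell attachment, then 6 h compound exposure, 37 °C.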
# Mdm2 MdmX PPI – human Mdm2/MdmX binding inhibition; inhibition, % at 8 µM; 330,000 tested, 3% active; AID 485346; SaOS-2 split-luciferase Mdm2/MdmX complementation, luminescence; O15151+Q00987;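 active = inhibition of at least 50% at 8 µM in the primary screen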
# Target sequence (O15151 whole entry, looked up): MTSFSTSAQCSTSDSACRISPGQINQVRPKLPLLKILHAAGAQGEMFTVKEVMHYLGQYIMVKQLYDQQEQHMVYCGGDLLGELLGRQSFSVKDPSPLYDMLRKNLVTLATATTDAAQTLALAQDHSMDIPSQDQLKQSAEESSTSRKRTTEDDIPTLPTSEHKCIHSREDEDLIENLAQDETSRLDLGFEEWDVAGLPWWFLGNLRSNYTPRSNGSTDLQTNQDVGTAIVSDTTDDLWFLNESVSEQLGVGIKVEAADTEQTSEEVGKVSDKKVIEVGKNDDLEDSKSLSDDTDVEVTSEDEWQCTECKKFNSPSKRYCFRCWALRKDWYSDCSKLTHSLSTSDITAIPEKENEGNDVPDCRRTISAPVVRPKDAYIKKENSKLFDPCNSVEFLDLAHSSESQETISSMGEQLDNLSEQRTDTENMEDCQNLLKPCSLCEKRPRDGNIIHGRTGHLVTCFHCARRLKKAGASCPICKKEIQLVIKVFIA
# Target sequence (Q00987 whole entry, looked up): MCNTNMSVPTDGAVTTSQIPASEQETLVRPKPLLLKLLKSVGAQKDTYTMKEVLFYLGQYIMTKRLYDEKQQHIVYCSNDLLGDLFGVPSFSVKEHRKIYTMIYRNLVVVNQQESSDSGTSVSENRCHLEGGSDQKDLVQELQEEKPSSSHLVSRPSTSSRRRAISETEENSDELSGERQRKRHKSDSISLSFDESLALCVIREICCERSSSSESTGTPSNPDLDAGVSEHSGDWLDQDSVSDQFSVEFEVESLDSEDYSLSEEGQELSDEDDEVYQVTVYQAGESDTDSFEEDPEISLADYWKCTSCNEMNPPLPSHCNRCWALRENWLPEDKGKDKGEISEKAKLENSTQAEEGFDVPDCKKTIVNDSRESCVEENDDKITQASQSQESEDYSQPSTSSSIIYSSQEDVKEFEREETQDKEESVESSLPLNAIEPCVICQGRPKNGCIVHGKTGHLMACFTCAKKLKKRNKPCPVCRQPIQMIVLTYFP
# tim23-1 inh – tim23-1 yeast growth inhibition; S. cerevisiae tim23-1 growth, BacTiter-Glo luminescence, 24 h; inhibition, % at 20 µM; 330,000 tested, 1.3% active; AID 463212;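 active = growth inhibition of the mutant yeast at or above 50%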;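 also: temperature-sensitive mutant grown at 25 °C; plate controls were DMSO-treated mutant yeast for no effect and medium wells lacking yeast for full effect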
# Jurkat NFkB inh – lowers PMA/ionomycin-induced NF-kB signal in Jurkat cells. PMA/ionomycin-induced NF-kB luciferase reporter, luminescence. inhibition, % at 4 µM. 330,000 tested, 0.53% active. AID 435003; in the data active = inhibition above about 50%
# Starred values were filed as active, the others as inactive.
SMILES,tim10-1 inh,TIM10 inh,697 NFkB inh,UPR XBP1 act,UPR CHOP act,Mdm2 MdmX PPI,tim23-1 inh,Jurkat NFkB inh
O=C1c2ccccc2C(=O)N1CC(O)COc1ccc(Cl)cc1 (stereo not drawn),1,16,-1,4,3.3,-16,12,7
Cc1ccnc(NS(=O)(=O)c2ccc(NC(=O)CCOc3ccccc3)cc2)n1,-5,4,-3,-3,-0.4,17,-4,10
CN(C)c1ccc(CNCCC2CCOC(C)(C)C2)cc1 (stereo not drawn),-6,0,30,-5,1.0,15,-13,16
O=C(CSCc1ccc(Br)cc1)Nc1ccc(S(=O)(=O)N2CCCCCC2)cc1,29,23,-4,1,2.4,26,32,-6
Cc1ccc(S(=O)(=O)Nc2ccc3c(c2)OCCO3)cc1C,24,16,-31,-7,-2.0,47,16,26
COc1ccc(C(=O)Nc2ccc(S(=O)(=O)Nc3onc(C)c3C)cc2)c(OC)c1,13,-6,-12,-1,0.2,5,8,-7
CS(=O)(=O)N(CC(=O)NCCSC1CCCCC1)c1ccc2c(c1)OCO2,4,5,0,0,1.1,-27,17,-2
O=S(=O)(c1ccc2ccccc2c1)N1CCN=C1SCc1cccnc1,23,13,-11,4,-2.7,8,20,-10
CSc1oc(-c2ccco2)nc1S(=O)(=O)c1ccc(F)cc1,24,4,-2,-2,0.6,13,10,-8
CCOC(=O)C(Cc1ccc(O)cc1)NC(=O)CNC(=O)C(CC(C)C)NC(=O)OC(C)(C)C (stereo not drawn),0,14,7,0,-1.3,10,-3,0
COc1ccccc1-c1noc(CCC(=O)NC2CCCC2)n1,-1,-1,3,1,-0.7,0,3,14
Cc1cc(C)cc(N2C(=O)CSC2c2cccs2)c1 (stereo not drawn),18,-10,4,-3,1.3,14,21,-7
CCOc1ccc(CCNC(=O)CS(=O)(=O)Cc2nc(-c3cccc(OC)c3)oc2C)cc1,15,12,-66,-1,3.8,8,14,2
O=C(Cn1c(=O)cnc2ccccc21)N1CCN(S(=O)(=O)c2ccccc2Br)CC1,-6,-1,0,-4,-0.8,8,10,6
O=C(Cn1cnc2ccccc2c1=O)c1ccc2c(c1)OCCO2,26,45*,-89,-1,1.6,-70,50,-79

# 7 entries picked at random from those above:
SMILES,tim10-1 inh,TIM10 inh,697 NFkB inh,UPR XBP1 act,UPR CHOP act,Mdm2 MdmX PPI,tim23-1 inh,Jurkat NFkB inh
O=C(CSCc1ccc(Br)cc1)Nc1ccc(S(=O)(=O)N2CCCCCC2)cc1,29,23,-4,1,2.4,26,32,-6
COc1ccc(C(=O)Nc2ccc(S(=O)(=O)Nc3onc(C)c3C)cc2)c(OC)c1,13,-6,-12,-1,0.2,5,8,-7
Cc1ccnc(NS(=O)(=O)c2ccc(NC(=O)CCOc3ccccc3)cc2)n1,-5,4,-3,-3,-0.4,17,-4,10
CN(C)c1ccc(CNCCC2CCOC(C)(C)C2)cc1 (stereo not drawn),-6,0,30,-5,1.0,15,-13,16
Cc1ccc(S(=O)(=O)Nc2ccc3c(c2)OCCO3)cc1C,24,16,-31,-7,-2.0,47,16,26
O=S(=O)(c1ccc2ccccc2c1)N1CCN=C1SCc1cccnc1,23,13,-11,4,-2.7,8,20,-10
CCOC(=O)C(Cc1ccc(O)cc1)NC(=O)CNC(=O)C(CC(C)C)NC(=O)OC(C)(C)C (stereo not drawn),0,14,7,0,-1.3,10,-3,0

# New compounds follow
SMILES,tim10-1 inh,TIM10 inh,697 NFkB inh,UPR XBP1 act,UPR CHOP act,Mdm2 MdmX PPI,tim23-1 inh,Jurkat NFkB inh
COCC(C)NC(C(=O)Nc1cccc(C(C)=O)c1)c1ccccc1 (stereo not drawn),7,7,-1,0,0.1,6,3,8
CCN1/C(=C/C(=O)c2ccco2)Sc2ccccc21,2,4,5,4,2.3,7,40,-4
CN(c1c(C#N)c(C(F)(F)F)nn1C)N(S(C)(=O)=O)S(C)(=O)=O,-5,10,4,-1,-1.1,13,0,7
COc1ccc(N=N/C(=C\O)C(=O)c2ccco2)cc1,35,39,-27,-1,3.2,-41,50*,-17
O=C(COC(=O)c1cc([N+](=O)[O-])ccc1N1CCOCC1)Nc1cccc(F)c1,6,-17,-16,0,0.9,30,3,5
Cn1c(SCC(=O)Nc2ccccc2C(F)(F)F)nc2c(c1=O)SCC2,12,3,-29,-1,0.8,3,16,13
CC(C)(C)c1ccc(C(=O)N2CCC3(CC2)NCCc2[nH]cnc23)cc1,-10,5,-14,-3,0.4,-1,-15,-9
CN1CCC(OC(=O)c2cc3cc(Br)ccc3oc2=O)CC1,-9,-3,-37,-4,-0.1,-1,-7,-16
O=C(c1ccco1)N1CCN=C1SCc1c(F)cccc1Cl,38,10,17,-4,-0.6,28,23,9
O=C(Nc1ccccc1N1CCOCC1)c1ccc(N2CCCC2=O)cc1,-3,-6,10,1,1.3,32,-1,12
c1nc(C2CCCCC2)cc2cc3c(cc12)OCO3,9,3,-62,6,4.6,-63,29,-42
Cc1ccc2[nH]c(=O)c(CN(C)C(=O)c3ccccn3)cc2c1,-8,-11,5,2,2.0,11,3,-3
CN(Cc1c(C(=O)N(C)Cc2ccccc2)nc2ccccn12)CC1Cc2ccccc2O1 (stereo not drawn),28,28,1,0,-0.7,4,40,0
CC(CN1CCN(C)CC1)OC(=O)c1ccccc1 (stereo not drawn),5,-3,9,-2,-4.0,12,9,1
C=C(c1ccccc1O)n1ccnc1,18,0,-36,-4,-0.8,-17,12,-12
CCCCN1C(=O)C(O)=C(C(C)=O)C1c1ccc(OC)cc1OC (stereo not drawn),7,-38,12,0,-3.2,11,1,-1
C=CCn1c(SCc2csc(C)n2)nc2scc(-c3ccc(C)o3)c2c1=O,29,15,-12,0,-1.5,-38,28,-15
C(=N\N1CCN(Cc2cccc3ccccc23)CC1)/c1cccs1,-6,20,5,-2,1.7,13,6,2
Fc1ccc(CO/N=C2\CCCc3nonc32)cc1,14,2,-21,6,1.1,-1,3,-13
O=C(CSc1nccc(-c2cccs2)n1)Nc1ccc(Cl)cc1,21,3,11,2,1.6,12,26,-11
O=S1(=O)C[C@@H](N2CCOCC2)[C@H](N2CCOCC2)C1,4,4,12,0,1.6,4,6,10
CCc1nnc(NC(=O)CSc2nnc(COc3ccccc3C)o2)s1,13,-29,-6,0,0.0,8,15,-19
CC1CCCCN1c1ccc(N)cc1C(N)=O (stereo not drawn),12,5,-1,-1,1.2,5,1,7
Cc1ccc(S(=O)(=O)N2CCCC2C(=O)NCc2ccncc2)cc1 (stereo not drawn),16,10,7,-1,1.6,12,9,7
CCOC(=O)C1CCCN(C(=O)c2[nH]c3ccc(OC)cc3c2C)C1 (stereo not drawn),5,0,16,0,-0.2,14,12,14
CC(Sc1ccsc1[N+](=O)[O-])C(=O)NCc1ccco1 (stereo not drawn),21,8,1,0,-0.9,10,2,-1
CC(C)CCN(C(=S)Nc1cccc(F)c1)C1CCN(C(C)C)CC1,-1,-25,20,-1,1.9,7,1,-27
CC(C)C(C)NC(=O)COc1ccc(S(=O)(=O)N2CCOCC2)cc1[N+](=O)[O-] (stereo not drawn),17,-7,4,-4,-1.3,2,7,-8
COCCn1c(SCC#N)nnc1-c1ccc2c(c1)OCO2,-2,11,19,0,0.2,0,2,19
Cc1nn(-c2ccccc2)c(N2CCCC2)c1/C=N/Nc1ccc(S(=O)(=O)Nc2ccccc2)cc1[N+](=O)[O-],7,11,-15,-3,1.9,45,8,-3
CCOC(=O)c1c(NC(=O)CSc2nnnn2-c2ccccc2OCC)sc2c1CC(C)(C)NC2(C)C,9,5,-33,-1,0.1,58*,15,4
COc1ccc(S(=O)(=O)Nc2ccccc2C(=O)N2CCCC2)cc1OC,11,-11,19,-1,1.4,29,-3,-2
COCCn1c(SCC(=O)NC2CCCC2)nnc1-c1ccncc1,9,-7,13,4,-0.2,4,17,-9
CC(C)NC(=O)CSc1c2c(nc3ccccc13)CCCC2,20,2,10,-3,-2.2,-16,9,8
COc1ccc(NC(=O)CCN2C(=O)c3ccc([N+](=O)[O-])cc3C2=O)c(OC)c1,-12,-6,-6,2,0.7,4,20,2
Cc1ccc(C(=O)Cn2nnc3ccccc32)cc1C,7,3,-172,3,1.3,-83,38,-102
COc1cccc(CN2CCN(C(=O)c3cccc(OC)c3)CC2)c1,6,13,-17,-4,-0.4,-9,17,11
Cc1c(C(=O)Nc2ccccc2F)cnn1-c1ccccc1,-3,6,-109,-2,4.6,-58,12,-103
O=C(CCCN1C(=O)c2cccnc2C1=O)Nc1ccccc1F,-2,-2,-5,-1,0.5,-19,1,2
Cc1nc(Cl)c(C(=O)NC(C)(C)C)c(C)c1Cl,-12,-2,5,-1,0.3,-13,8,3
CC(C)(C)c1ccc(NC(=O)C2=CN3CCS(=O)(=O)N=C3C=C2)cc1,-5,-1,2,0,-0.1,4,-11,-8
Cc1onc(-c2ccccc2Cl)c1C(=O)Oc1cc(N)n(S(=O)(=O)c2ccc(F)cc2)n1,35,36,-19,-5,6.8,32,31,5
CC1CCCN(CCOCCOc2ccccc2-c2ccccc2)C1 (stereo not drawn),-14,0,-42,0,-0.2,5,4,-14
COc1cccc(Cn2cccc(NC(=O)Nc3cccc(C#N)c3)c2=O)c1,8,11,4,-2,1.1,35,9,30
Cc1nc(SCc2nc3ccccc3[nH]2)c2oc3cc([N+](=O)[O-])ccc3c2n1,-10,-6,-2,-1,-1.3,16,-12,9
CCOCCn1c(CN2CCN(CC)CC2)nc2c1c(=O)n(C)c(=O)n2C,7,-5,28,-3,1.6,2,7,1
COc1ccc(C(C[N+](=O)[O-])c2c(-c3ccccc3)cc3ccccn23)cc1 (stereo not drawn),40,38,-13,-4,14,96*,63*,8
CC(C)(C)OC(=O)[C@H](Cc1ccccc1)NC(=O)c1nc[nH]c1C(=O)N1CCN(c2ccccc2)CC1,18,10,20,-2,-0.4,-1,12,13
COc1cc(OC)c(C2=NOC(C(=O)NCc3cccnc3)C2)cc1Cl (stereo not drawn),-12,-5,-9,-3,0.0,29,-7,29
O=C1CCCN1CCCNc1ncnc2c1[nH]c1ccc(Cl)cc12,5,11,9,6,2.0,-21,-25,6
O=C(O)C1CC=CCC1C(=O)N1CCN(c2nc(-c3ccccc3)c3ccccc3n2)CC1 (stereo not drawn),15,6,6,1,1.8,14,6,6
CCOC(=O)C1CCN(Cc2nnnn2CCc2ccccc2)CC1,27,8,-3,-2,-3.0,13,17,-10
S=c1nc(-c2cc(Cl)cc(Cl)c2)[nH][nH]1,20,10,14,-1,0.0,-19,-1,1
CC(=O)Nc1ccc(S(=O)(=O)Nc2cccc(C(=O)NC(C)(C)C)c2)cc1,1,-10,1,2,1.9,2,3,0
CC(Sc1ncn[nH]1)C(=O)Nc1ccc(Cl)cn1 (stereo not drawn),-6,-9,5,-5,-1.6,11,1,2
CCOC(=O)c1[nH]c2ccc(OC)cc2c1NC(=O)CN1CCc2ccccc2C1,37,32,14,2,-0.9,21,27,-9
O=S(=O)(c1ccc(Cl)cc1)N1CCCC(c2nc(-c3ccc(F)cc3)no2)C1 (stereo not drawn),36,23,4,-6,-1.2,26,32,34
Cc1cccc(NC(=O)C2CCN(C(=O)c3ccco3)CC2)c1C,-10,-1,1,0,-0.4,-28,-4,0
CC(=O)N1c2ccccc2NC2=C(C(=O)CCC2)C1c1ccco1 (stereo not drawn),4,-13,6,1,0.5,-13,-7,0
CCN1C(=O)c2ccc(-c3nc4ccccc4c(=O)o3)cc2C1=O,16,18,-2,0,1.6,17,28,-4
FC(F)(F)c1ccc(/C=N/NC(=S)NC2CCCCC2)cc1,31,-5,-23,-1,-1.3,3,-34,-8
CCCCOc1ccc(-c2nnn(CCC(=O)N3CCOCC3)n2)cc1,20,9,-20,-1,5.1,6,19,-24
